mIDH1 inhibitor: blocks human mutant IDH1 R132H enzyme. IDH1-R132H enzyme, NADPH consumption, diaphorase/resazurin fluorescence. Potency, µM (top dose mostly 76.6 µM), for the others: at the highest dose activity change, negative = inhibition, most hits filed as inhibitors. hit rate 0.093% among 390,000. AID 602179; further: on the % scale 0 is the no-effect control and ±100 the full control effect; nearly all actives have a fitted effect of over 65% in size
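IDH1-R132H (0.5 ug/mL dispensed) in pH 7.5 Tris buffer was preincubated 30 min with compound, then given a substrate mix of 0.016 mM NADPH and 2 mM alpha-KG for 80 min at room temperature; remaining NADPH was read by diaphorase/resazurin fluorescence.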
RGS4 inhibitor: blocks human RGS4-accelerated GTP hydrolysis; P49798; Transcreener GDP fluorescence polarization, RGS4-accelerated GTP hydrolysis; Potency, µM (top dose mostly 114 µM), for inactives: top-dose activity change, negative = inhibition, hits mostly inhibitors; hit rate 0.039% among 390,000; AID 504845; further: on the % scale 0 is the no-effect control and ±100 the full control effect; nearly all actives have a fitted effect of over 75% in size; some results filed as inactive show a strong effect at the top dose
Target sequence (P49798 whole entry, looked up): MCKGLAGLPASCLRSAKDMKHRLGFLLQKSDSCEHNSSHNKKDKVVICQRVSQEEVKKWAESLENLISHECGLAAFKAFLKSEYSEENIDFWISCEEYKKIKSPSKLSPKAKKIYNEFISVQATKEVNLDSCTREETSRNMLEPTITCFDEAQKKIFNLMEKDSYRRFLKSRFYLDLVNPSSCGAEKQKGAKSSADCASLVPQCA
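MLSMR compounds (23 nl, pin-transferred) preincubated 10 min at room temperature with a 500nM (2x) first reagent, then RGS4 at 900nM (2x) plus Transcreener GDP mix added; fluorescence polarization (620/688 nm) read before and after 90 min at 30 °C.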
TrxR1 substrate: substrates of rat thioredoxin reductase 1 | O89049 | purified TrxR1 substrate turnover, NADPH consumption readout | Potency, µM (doses to about 114 µM), for inactives: at the top dose activity change, negative = substrate turnover | hit rate 0.01% among 390,000 | AID 588456; further: on the % scale 0 is the no-effect control and ±100 the full control effect; nearly all actives have a fitted effect of over 50% in size
Target sequence (O89049 whole entry, looked up): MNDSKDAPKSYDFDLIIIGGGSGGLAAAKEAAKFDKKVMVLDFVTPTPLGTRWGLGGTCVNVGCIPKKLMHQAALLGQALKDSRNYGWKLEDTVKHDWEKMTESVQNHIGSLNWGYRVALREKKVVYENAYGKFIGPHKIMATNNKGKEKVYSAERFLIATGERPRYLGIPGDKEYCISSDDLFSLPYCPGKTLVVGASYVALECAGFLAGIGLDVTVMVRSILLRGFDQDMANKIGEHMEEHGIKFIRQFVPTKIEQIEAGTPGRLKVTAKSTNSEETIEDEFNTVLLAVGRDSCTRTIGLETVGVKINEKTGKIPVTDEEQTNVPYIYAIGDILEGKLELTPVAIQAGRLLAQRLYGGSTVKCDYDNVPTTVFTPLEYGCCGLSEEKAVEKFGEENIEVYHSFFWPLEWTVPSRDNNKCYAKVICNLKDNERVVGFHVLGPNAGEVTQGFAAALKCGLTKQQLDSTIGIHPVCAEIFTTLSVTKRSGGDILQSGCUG
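Rat TrxR1, dispensed at 90 nM, was prereduced with 400 uM NADPH (final) for 5 min at ~22 deg C, then incubated with compound 15 min before 400 uM selenite. A first-read NADPH fluorescence drop versus no-compound background flagged substrates.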
Vif-A3G inh: inhibitors of Vif-APOBEC3G interaction | Potency, µM (highest dose often 46.1 µM), inactives show top-dose activity, negative = active, actives largely listed as inhibitors | HeLa A3G-eYFP + Vif (tagged APOBEC3G with the HIV-1 protein that degrades it), YFP fluorescence, overnight | hit rate 0.076% among 410,000;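 further: on the % scale 0 is the no-effect control and ±100 the full control effect; nearly all actives have a fitted effect of over 60% in size; hits raise eYFP signal because A3G escapes Vif-driven loss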
Target sequence (Q9HC16 whole entry, looked up): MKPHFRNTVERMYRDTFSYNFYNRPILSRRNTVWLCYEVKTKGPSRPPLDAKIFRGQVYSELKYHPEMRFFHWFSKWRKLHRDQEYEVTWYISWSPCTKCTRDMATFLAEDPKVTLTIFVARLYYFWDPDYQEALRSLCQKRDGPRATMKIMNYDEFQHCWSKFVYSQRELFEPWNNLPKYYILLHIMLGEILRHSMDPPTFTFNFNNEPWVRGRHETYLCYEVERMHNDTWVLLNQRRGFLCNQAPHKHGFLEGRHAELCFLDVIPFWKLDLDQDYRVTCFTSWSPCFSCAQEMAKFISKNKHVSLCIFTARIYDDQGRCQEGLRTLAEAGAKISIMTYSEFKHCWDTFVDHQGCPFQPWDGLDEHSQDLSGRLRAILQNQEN
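HeLa cells stably expressing Vif and C-terminally eYFP-tagged A3G, seeded overnight at 37 deg C, then exposed to compound by pintool overnight at 37 deg C. Rise in yellow fluorescence (Ex 488/Em 500-530, Acumen) marks blocked Vif-driven A3G degradation.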
TrxR1 inh: inhibitors of rat thioredoxin reductase 1; Potency, µM (highest dose often 114 µM), inactives show at the top dose activity change, negative = inhibition, actives largely listed as inhibitors; AID 588453; hit rate 1% among 390,000; recombinant rTrxR1, NADPH fluorescence consumption, selenite substrate; O89049; further: on the % scale 0 is the no-effect control and ±100 the full control effect; nearly all actives have a fitted effect of over 65% in size
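Rat TrxR1 (90 nM in the dispensed reagent) was pre-reduced with 400 uM NADPH for 5 min at room temperature, then incubated with compound for 15 min. After 400 uM selenite was added, NADPH fluorescence (Ex 340/Em 450 nm) was followed for 8 min.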
Vif-A3F inh: inhibitors of Vif-A3F interaction; HeLa A3F-eYFP + Vif (tagged APOBEC3F with the HIV-1 protein that degrades it), YFP fluorescence increase; Potency, µM (series often up to 46.1 µM), for the others: top-dose activity, negative = active; hit rate 0.2% among 390,000; AID 602313; further: % of control where 0% means no effect; nearly all actives have a fitted effect of over 65% in size
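HeLa cells stably expressing A3F-eYFP plus Vif, plated and incubated overnight at 37 deg C, then exposed to compounds overnight at 37 deg C. Blocked degradation read as raised yellow fluorescence (Ex 488/Em 500-530).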
USP1-UAF1 inh: USP1/UAF1 (human) deubiquitinase inhibition; AID 743255; hit rate 0.23% among 390,000; Potency, µM (highest dose often 57.1 µM), without a hit: at the top dose activity change, negative = inhibition, usual class: inhibitors; recombinant USP1/UAF1, Ub-Rhodamine cleavage fluorescence; O94782; further: on the % scale 0 is the no-effect control and ±100 the full control effect; nearly all actives have a fitted effect of over 60% in size; inactives centre near -12
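1 nM enzyme complex + cpd, 15 min RT; start with Ub-Rho 150nM final; kinetic fluorescence ex 480/em 540, 6 reads q60 s. Buffer 50mM HEPES pH 7.8, 0.5mM EDTA, 0.1 mg/ml BSA, 1mM TCEP, 0.01% Tween-20.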
RXFP1 ag: RXFP1 (human) receptor agonism; HEK293T-RXFP1 cAMP TR-FRET, 30 min; response scale: percent of porcine relaxin response, buffer zero; AID 2676; Potency, µM (series often up to 57.5 µM), for inactives: at the highest dose activation, most hits filed as activators; hit rate 0.3% among 370,000; Q9HBX9; further: on the % scale 0 is the no-effect control and ±100 the full control effect; nearly all actives have a fitted effect of over 60% in size; many of its hits are not listed in these tables
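HEK293T cells stably expressing RXFP1 were pretreated with the PDE4 inhibitor Ro 20174, exposed to compounds for 30 min at 37C, lysed, and cAMP was read by TR-FRET. Data normalized to buffer (basal) and 29 nM porcine relaxin (100%).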
12-LOX inh: inhibitors of human 12S-lipoxygenase ALOX12; purified 12hLO, xylenol orange hydroperoxide absorbance; Potency, µM (highest dose often 108 µM), for the others: at the top dose activity change, negative = inhibition, hits mostly inhibitors; hit rate 1.1% among 580,000; AID 1671190; further: on the % scale 0 is the no-effect control and ±100 the full control effect
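Hydroperoxide product was detected by ferrous iron/xylenol orange as the 573 to 405 nm absorbance ratio. Arachidonic acid at 40 uM (final) was turned over for 30 min at room temperature by 150 nM human 12hLO, pH 7.0 Hepes buffer, after 15 min compound preincubation.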
An asterisk follows results filed as active; ? = inconclusive; . = not tested or not shown; [ ] = remark or other dose. The call rests on the fitted dose curve; in most records, active means well fitted curve in the direction sought with a large enough effect; inconclusive means small, poorly fitted or top-dose-only effect, or another doubt; inactive means no such curve, though single readings can be large; an effect the other way counts as inactive or inconclusive. Potency means the concentration at half of the fitted maximal effect.

SMILES	mIDH1 inhibitor	RGS4 inhibitor	TrxR1 substrate	Vif-A3G inh	TrxR1 inh	Vif-A3F inh	USP1-UAF1 inh	RXFP1 ag	12-LOX inh
CCN1CCN(C(c2cccs2)C(C)NC(=S)NC2CCCCC2)CC1 (stereo not given)	13%	11%	6%	1%	-3%	2%	-13%	-0.3%	20%
COc1cc2c(cc1NC(=O)CN(C)Cc1ccc(OC)c(OC)c1)oc1ccccc12	-22%	13%	7%	1%	28%	-5%	-12%	0.8%	-2%
O=C(CSc1ccc(-c2ccc(-n3cccn3)cc2)nn1)Nc1ccc([N+](=O)[O-])cc1	2%	-15%	-11%	1%	-9%	-22%	-19%	3.0%	-5%
CN=C1N(C)C[C@@H]2[C@@H]3C(=O)N(Cc4ccccc4)C(=O)[C@@H]3[C@](Cc3ccccc3)(C(=O)OC)N12	-1%	-4%	1%	0%	12%	9%	-12%	.	-20%
Cc1ccc(C(=O)CCNc2ccc(Br)cc2)o1	3%	-30%	-2%[57.1 µM]	0%	-33%	-3%	-10%	2.2%	-1%
CCOc1ccc(CNC(=O)c2ccccc2NC(=O)c2nsc3ccccc23)cc1	10%	-28%	14%[57.1 µM]	-11%	29%[57.1 µM]	7.9µM*	-17%	7.5%	-14%
CCCc1nc(SCC(=O)c2ccc(F)cc2)c2ccccc2n1	4%	-40%	-5%	0%	25%	-3%	-10%	4.8%	35µM*
CCOC(=O)C(NC(=O)Nc1ccc(F)cc1F)(Oc1ccccc1)C(F)(F)F (stereo not given)	-2%	-7%	-16%	3%	-23%	0%	-7%	0.2%	-7%
Cc1ccc2[nH]c(O)c(N=NC(=O)C(C)n3cnc4ccccc4c3=O)c2c1 (stereo not given)	14%	9%	-11%	-2%	-10%	-7%	3%	3.1%	-16%
COc1cc(OC)c(C(=O)NC2CC(C)(C)NC(C)(C)C2)cc1OC	1%	52%	5%	2%	4%	2%	-2%	-0.9%	0%

An excerpt from above in order of their number in TrxR1 inh, largest number first.
molecule	TrxR1 inh
COc1cc2c(cc1NC(=O)CN(C)Cc1ccc(OC)c(OC)c1)oc1ccccc12	28%
COc1cc(OC)c(C(=O)NC2CC(C)(C)NC(C)(C)C2)cc1OC	4%
Cc1ccc2[nH]c(O)c(N=NC(=O)C(C)n3cnc4ccccc4c3=O)c2c1 (stereo not given)	-10%

Continued:
SMILES	mIDH1 inhibitor	RGS4 inhibitor	TrxR1 substrate	Vif-A3G inh	TrxR1 inh	Vif-A3F inh	USP1-UAF1 inh	RXFP1 ag	12-LOX inh
CC(=NC1CC1)C1=C(O)c2ccccc2C1=O	8%	13%	-12%	0%	-18%	7%	-8%	1.5%	0%
CCOC(=O)C1CCCN(c2c(NCc3ccco3)c(=O)c2=O)C1 (stereo not given)	-12%	6%	-11%	4%	-28%	-10%	6%	-1.3%	?
CCOc1ccccc1NC(=O)c1cc(CC(C)C)oc1C	0%	-51%	-4%	-3%	-8%	-2%	-3%	-0.5%	0%
Cc1ccc(C2=NN(C)c3nc4ccccc4n3C2)cc1	5%	28%	26%[57.1 µM]	-8%	-1%[57.1 µM]	1%	-1%	6.8%	0%
C=CCn1c(SCC(=O)Nc2ccccc2-c2ccccc2)nc2cc(C(=O)O)ccc2c1=O	-4%	23%	-2%	1%	17%	0%	-18%	-2.1%	-14%
COc1ccc(OC)c(NC(=O)c2cc(=O)c3c(C)cc(C)cc3o2)c1	-7%	1%	1%	2%	17%	-8%	?	0.0%	?
Cn1c(N2CCN(C(c3ccccc3)c3ccccc3)CC2)nc2c1c(=O)[nH]c(=O)n2C	-20%	-5%	0%	-3%	11%	0%	-30%	3.5%	-21%
Cc1nc(C(=O)N2CCCC(C(=O)c3ccc(Cl)cc3)C2)cs1 (stereo not given)	-5%	9%[11.4 µM]	-1%	8%	1%	2%	-18%	1.4%	22%
COc1cccc(NC(=O)c2cnc(NS(=O)(=O)c3ccccc3)nc2)c1	0%	.	.	1%	.	0%	-8%	.	?
Cc1nc(-c2cn[nH]c2)c2cc(C)oc2n1	3%	-38%	78%[activator]	-2%	11%	-2%	-19%	2.3%	28%

Continued (four carried over from the part before).
SMILES	mIDH1 inhibitor	RGS4 inhibitor	TrxR1 substrate	Vif-A3G inh	TrxR1 inh	Vif-A3F inh	USP1-UAF1 inh	RXFP1 ag	12-LOX inh
Cn1c(N2CCN(C(c3ccccc3)c3ccccc3)CC2)nc2c1c(=O)[nH]c(=O)n2C	-20%	-5%	0%	-3%	11%	0%	-30%	3.5%	-21%
Cc1nc(C(=O)N2CCCC(C(=O)c3ccc(Cl)cc3)C2)cs1 (stereo not given)	-5%	9%[11.4 µM]	-1%	8%	1%	2%	-18%	1.4%	22%
COc1cccc(NC(=O)c2cnc(NS(=O)(=O)c3ccccc3)nc2)c1	0%	.	.	1%	.	0%	-8%	.	?
Cc1nc(-c2cn[nH]c2)c2cc(C)oc2n1	3%	-38%	78%[activator]	-2%	11%	-2%	-19%	2.3%	28%
CCCCCCOc1ccc(/C=C/C(=O)N2CCOCC2)cc1OC	-2%	11%	-5%	-3%	5%	2%	-13%	0.0%	0%
O=C(C[C@H]1C[C@H](C(=O)N2CCCCC2)[C@@]2(CCc3ccccc3)c3[nH]c4cc(-c5ccco5)ccc4c3CCN2C1=O)NCc1ccco1	0%[38.3 µM]	?	12%	-5%	-2%	-1%	-33%	.	-33%
CCOC(=S)SCC(=O)N1CCc2ccccc2C1C1C(=O)CC(C)(C)CC1=O (stereo not given)	-1%	4%	6%	-5%	16%	3%	-19%	0.8%	-9%
CCOc1ccc2nc(SCc3ccc(F)cc3)sc2c1	9%	3%	-7%	0%	0%[57.1 µM]	2%	-4%	2.5%	-22%
CCOc1ccc(CNC(=O)C2CCN(S(=O)(=O)c3ccc4c(ccn4C)c3)CC2)cc1	0%	-5%	7%[57.1 µM]	2%	31%[57.1 µM]	3%	-20%	-0.5%	?
CN(C)S(=O)(=O)c1ccc(Cl)c(C(=O)NCCNC(=O)c2cc(S(=O)(=O)N(C)C)ccc2Cl)c1	13%	-23%	0%	1%	4%	-12%	-24%	4.9%	23%
CCOc1ccccc1N(C(=O)c1snc(C(N)=O)c1N)C(C(=O)NCC1CCCO1)c1ccc2ncccc2c1 (stereo not given)	-1%	6%	30%	-1%	-5%	0%	?	2.2%	?
O=C(Nc1ccc(F)cc1)c1ccccc1	1%	5%	2%[57.1 µM]	-2%	11%[57.1 µM]	4%	-14%	-1.8%	20%
O=C(CCN1C(=O)C2C3C=CC(C4CC34)C2C1=O)Oc1ccccc1 (stereo not given)	-6%	-31%	-2%	2%	22%	2%	-17%	-1.1%	-10%
CCN(C(=O)COC(=O)/C=C/c1c(C)nn(-c2ccccc2)c1C)c1c(N)n(Cc2ccccc2)c(=O)[nH]c1=O	-1%	-15%	-16%	-3%	-17%	3%	5%	.	?
O=S(=O)(c1ccccc1)c1nc(-c2ccco2)oc1NCc1ccco1	0%	9%	-6%	-1%	-31%[57.1 µM]	-12%	-1%	0.5%	-8%
CC(=O)c1cccc(NC(=O)COC(=O)c2ccccn2)c1	1%	-14%	7%	-3%	31%	-8%	-19%	3.9%	0%
CCCCc1nc2sc3c(c2c(=O)n1NC(=O)c1ccco1)CC(C)(C)OC3	-4%	34%	3%	4%	2%	-4%	-1%	3.8%	0%
O=C(NNC(=S)NCc1ccco1)c1ccc(Cl)s1	-2%	-21%	-8%	1%	-15%	-1%	-6%	-0.1%	407%[activator]
O=C(NC(=S)NC1CCCCC1)c1ccccc1[N+](=O)[O-]	-2%	6%	-10%	5%	?	-2%	-8%	-1.5%	0%
CC(C)CC(=O)NNC(=O)C(C)C	2%	-4%	8%[57.1 µM]	4%	12%[57.1 µM]	-12%	-16%	5.9%	-2%
COc1ccc(CNc2ccc(C(=O)O)cc2)cc1	2%	-23%	4%	0%	11%	3%	-16%	-0.2%	6%
CC1(C)Nc2ccc(O)cc2-c2c1ssc2=S	4%	-49%	5%	4%	-19%	-3%	-25%	2.1%	45µM*
O=C(OCc1ccccc1)N1CCC2CC1c1ccc(N3CCOCC3)cc12 (stereo not given)	11%	.	.	0%	.	-8%	7%	.	-2%
COC(=O)c1ccccc1NC(=O)COC(=O)/C=C/c1ccco1	6%	0%	5%[57.1 µM]	-1%	-2%[57.1 µM]	-3%	3%	2.0%	-24%
Cc1cccc(Cl)c1NC(=S)NCCc1ccccn1	6%	8%	3%[57.1 µM]	0%	20%[57.1 µM]	-15%	-4%	-0.3%	68%[activator]
CC(C)(C)NC(=O)COC(=O)/C=C/c1ccccc1[N+](=O)[O-]	3%	-32%	12%[57.1 µM]	-11%	10%[57.1 µM]	-1%	-23%	3.3%	-30%
COc1ccc(Nc2c3c(nc4ccccc24)CCC3)cc1Cl	-3%	-6%	-12%	-16%	-1%	-11%	-19%	-1.3%	-10%
COCCCNC(=S)NCCNc1nc2cc(C)cc(C)c2cc1C#N	-1%	-9%	23%[57.1 µM]	-1%	4%[57.1 µM]	5%	-11%	2.8%	0%
O=S(=O)(Nc1ccc(O)c(CN2CCCCC2)c1)c1ccccc1	1%	6%	5%[57.1 µM]	3%	11%[57.1 µM]	0%	-7%	-0.3%	0%

The list is partial (hit frequency here may not be typical).
